# Source: PubChem BioAssay
# L3MBTL1 block = qHTS Assay for the Inhibitors of L3MBTL1; Lethal(3)malignant brain tumor-like protein 1 (Homo sapiens), Q9Y468; AlphaScreen L3MBTL1–H3K9me1 peptide binding; Potency, µM (doses to about 57.1 µM), for inactives: at the top dose activity, negative = inhibition, actives largely listed as inhibitors; hit rate 0.66% among 230,000; AID 485360, 2010; note: % is set by controls: 0 for no effect and ±100 for the full control effect; nearly all actives have a fitted effect of over 60% in size
#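 AlphaScreen assay: L3MBTL1 (50 nM final) was preincubated 30 min at room temperature with biotinylated H3(1-15)K9me1 peptide (75 nM final), then 30 min with library compounds; streptavidin donor and nickel chelate acceptor beads (10 ug/mL final) added, 30 min dark.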
# Tau fluor counter = Counterscreen qHTS for Inhibitors of Tau Fibril Formation, Fluorescence Polarization. hit rate 0.93% among 280,000. Potency, µM (doses to about 57.7 µM), without a hit: at the top dose activity change, negative = decrease. tau K18 P301L Alexa594 fluorescence, heparin fibrillization; note: % is set by controls: 0 for no effect and ±100 for the full control effect; nearly all actives have a fitted effect of over 55% in size
#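 Human K18 P301L tau (15 uM unlabeled plus 0.24 uM Alexa 594-labeled, final) in 100 mM sodium acetate pH 7 was mixed with compound and 20 uM heparin and incubated 6 hr at 37 C.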
# Tau FP inhib = qHTS for Inhibitors of Tau Fibril Formation, Fluorescence Polarization; Microtubule-associated protein tau (Homo sapiens), P10636; K18 P301L tau heparin fibrillization, Alexa594 FP, 6 h; Potency, µM (doses to about 57.7 µM), inactives show top-dose activity, negative = inhibition, actives largely listed as inhibitors; hit rate 0.39% among 280,000; AID 1468, 2008; note: % is set by controls: 0 for no effect and ±100 for the full control effect; nearly all actives have a fitted effect of over 55% in size
#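 Heparin (20 uM) drove fibril formation of recombinant tau K18 P301L, 15 uM unlabeled with 0.24 uM Alexa 594 label, for 6 hr at 37 C in 100 mM sodium acetate pH 7. Fluorescence polarization (555/632 nm) read 1 hr after 30 uM ThT.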
# HTT cytoprotect = qHTS Multiplex Assay to Identify Dual Action Probes in a Cell Model of Huntington: Cytoprotection (ATP) | PC12 HTT-Q103 induced, cytoprotection, ATP luminescence, 40 h | Potency, µM (highest dose often 56.4 µM), for inactives: cytoprotection (ATP increase), most hits filed as activators | hit rate 0.14% among 230,000 | AID 1471, 2008;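 note: % of control where 0% means no effect; nearly all actives have a fitted effect of over 45% in size; toxic huntingtin expression switched on by the ecdysone agonist tebufenozide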
#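 Readout: ATPlite luminescence (ATP level). Model: stable PC12, inducible Htt exon1 Q103-GFP. Inducer: tebufenozide, 100 nM final. Compounds: dose series. No G418 in medium.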
# TR SRC2 fluor cs = Total Fluorescence Counterscreen for Inhibitors of the Interaction of Thyroid Hormone Receptor and Steroid Receptor Coregulator 2; TRb/SRC2 Texas Red total fluorescence interference; hit rate 0.29% among 280,000; Potency, µM (series often up to 106 µM), for inactives: at the top dose fluorescence change, negative = quenching; AID 1479, 2009; active = well fitted curve in either direction with a large enough effect; inconclusive = small, poorly fitted or top-dose-only effect; note: % is set by controls: 0 for no effect and ±100 for the full control effect
#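 Flags fluorescent or light-absorbing compounds by total fluorescence, S + 2P, at 555 nm excitation and 632 nm emission. Mixture: 20 nM Texas Red SRC2 peptide, 0.6 uM human TRb LBD, 1 uM T3, 5% DMSO; compound exposure 5 h at ambient temperature.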
# RECQ1 inh = qHTS Assay for Inhibitors of RecQ-Like Dna Helicase 1 (RECQ1); Potency, µM (doses to about 57.3 µM), for the others: at the top dose activity, negative = inhibition, hits mostly inhibitors; AID 2549, 2010; hit rate 0.54% among 240,000; RECQ1 DNA unwinding, red fluorescence kinetic read;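 note: plate controls were vehicle for no effect and no enzyme for full effect; nearly all actives have a fitted effect of over 30% in size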
# Target sequence (P46063 whole entry, looked up): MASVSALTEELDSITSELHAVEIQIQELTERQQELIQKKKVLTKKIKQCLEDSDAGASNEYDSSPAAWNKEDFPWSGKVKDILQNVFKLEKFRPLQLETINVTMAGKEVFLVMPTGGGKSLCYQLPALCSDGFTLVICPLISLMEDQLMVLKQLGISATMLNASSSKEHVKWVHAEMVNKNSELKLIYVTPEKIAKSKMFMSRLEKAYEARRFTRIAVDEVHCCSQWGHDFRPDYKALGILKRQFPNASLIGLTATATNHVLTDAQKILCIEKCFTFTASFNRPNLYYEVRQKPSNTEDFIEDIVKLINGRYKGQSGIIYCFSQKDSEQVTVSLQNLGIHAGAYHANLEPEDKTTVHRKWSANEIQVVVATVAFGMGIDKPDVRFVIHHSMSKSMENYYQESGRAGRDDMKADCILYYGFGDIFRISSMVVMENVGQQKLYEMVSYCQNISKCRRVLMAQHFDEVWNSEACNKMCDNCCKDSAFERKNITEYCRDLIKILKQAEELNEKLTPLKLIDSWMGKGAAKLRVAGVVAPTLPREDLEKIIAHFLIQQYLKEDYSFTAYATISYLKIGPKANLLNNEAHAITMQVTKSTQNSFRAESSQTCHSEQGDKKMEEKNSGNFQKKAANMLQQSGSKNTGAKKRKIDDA
#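 RECQ1T1 50 nM; forked duplex (20 bp + 30-nt ss tails) 200 nM, ATP 2 mM final; pH 8.0, 2 mM MgCl2, 2.5 ug/ml poly(dI-dC); 15 min compound preincubation; discontinuous kinetic read over 2 h at RT.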
# TRb-SRC2 inh = qHTS for Inhibitors of the Interaction of Thyroid Hormone Receptor and Steroid Receptor Coregulator 2; Thyroid hormone receptor beta (Homo sapiens), P10828; TRbeta-SRC2 peptide binding, fluorescence polarization; receptor liganded with 1 µM T3; Potency, µM (doses to about 106 µM), for inactives: at the top dose activity change, negative = inhibition, hits mostly inhibitors; hit rate 0.065% among 280,000;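 note: plate controls were bound peptide for no effect and peptide without receptor for full effect; nearly all actives have a fitted effect of over 50% in size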
# Target sequence (P10828 whole entry, looked up): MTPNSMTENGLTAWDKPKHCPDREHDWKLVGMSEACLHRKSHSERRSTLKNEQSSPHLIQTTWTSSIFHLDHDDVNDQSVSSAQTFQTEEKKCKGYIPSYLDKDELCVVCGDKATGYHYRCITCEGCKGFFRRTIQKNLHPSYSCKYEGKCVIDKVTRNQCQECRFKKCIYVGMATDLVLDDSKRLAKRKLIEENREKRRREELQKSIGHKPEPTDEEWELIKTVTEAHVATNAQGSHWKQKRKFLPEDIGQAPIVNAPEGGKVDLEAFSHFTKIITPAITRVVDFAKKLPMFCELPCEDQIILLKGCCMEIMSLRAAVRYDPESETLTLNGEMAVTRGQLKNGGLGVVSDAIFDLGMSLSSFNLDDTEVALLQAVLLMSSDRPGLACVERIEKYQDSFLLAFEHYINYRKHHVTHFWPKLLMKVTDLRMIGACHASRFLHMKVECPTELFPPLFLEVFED
#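 Binding of a 20-amino-acid Texas Red SRC2 peptide (20 nM) to TRb ligand-binding domain (0.6 uM) with agonist T3 at 1 uM was followed by fluorescence polarization after a 5 hr room-temperature incubation.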
# Tau ThT inhib = qHTS for Inhibitors of Tau Fibril Formation, Thioflavin T Binding; Microtubule-associated protein tau (Homo sapiens), P10636; recombinant tau K18 P301L (four-repeat tau fragment), heparin-induced fibrillization, ThT fluorescence; Potency, µM (doses to about 57.4 µM), without a hit: at the highest dose activity, negative = inhibition, actives largely listed as inhibitors; hit rate 2.1% among 270,000; AID 1460, 2008; note: % is set by controls: 0 for no effect and ±100 for the full control effect; nearly all actives have a fitted effect of over 55% in size
#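 K18 P301L tau (15 uM + 0.24 uM Alexa 594-tagged), heparin 20 uM, NaOAc pH 7, 6 h 37 C; ThT 30 uM, 1 h RT, ex 450/em 510 nm.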
# The depositor's hits bear a star; i = inactive; ? = inconclusive; · = not tested or not shown; [ ] = another dose, or the depositor's remark. Unless noted, calls come from the whole dose curve; as a rule, active = well fitted curve in the direction sought with a large enough effect; inconclusive = small, poorly fitted or top-dose-only effect, or another doubt; inactive = no such curve, though single readings can be large; an effect the other way counts as inactive or inconclusive. Potency is the fitted concentration of half-maximal effect.
mol | TRb-SRC2 inh | TR SRC2 fluor cs | RECQ1 inh | Tau FP inhib | Tau fluor counter | HTT cytoprotect | L3MBTL1 block | Tau ThT inhib
CCOC(=O)c1c(C)oc2c1c(C=NC1CCS(=O)(=O)C1)c(O)c1ccccc12 (stereo unspecified) | -6% | -2% | -6% | 8% | -5% | -19% | 8% | -15%
CCCNC(=O)OC[C@@H]1O[C@H](CCO/N=C(\C)CCN2CCCc3nc(C)c(C)cc32)C=C[C@@H]1Oc1ccc(OC)cc1 | 5%[11.2 µM] | 0%[11.2 µM] | 17%[11.5 µM] | 3%[11.6 µM] | -5%[11.6 µM] | -6%[10 µM] | · | -9%[11.5 µM]
Cc1nn(C)c(C)c1CN(C)C(=O)c1cc2n(n1)C(C(F)(F)F)CC(c1cccs1)N2 (stereo unspecified) | 7% | 0% | -8% | -6% | -7% | -19% | 6% | -9%
FC(F)(F)c1ccccc1NC(=S)N1CCN(Cc2ccc3c(c2)OCO3)CC1 | -7% | -6% | i | -2% | 1% | · | 34%[activator] | 3%
CC(=O)c1cccc(CN2CCC(CO)(CCCc3ccccc3)CC2)c1 | -2% | 1% | 1% | -1% | -2% | -7%[10 µM] | ? | -2%
CCC(C)NC(=O)c1ccc2c(Cl)c3c(nc2c1)CCC3 (stereo unspecified) | 0% | -1% | 10% | 10% | 4% | 5%[10 µM] | 6% | -6%
CC(=O)c1cccc(NC(=S)N2c3ccccc3CC2C)c1 (stereo unspecified) | 1% | -8% | -3% | -9% | -24% | -11% | 0%[11.4 µM] | -10%
O=S(=O)(NCC(c1cccs1)S(=O)(=O)c1ccccc1)c1ccc(F)c(C(F)(F)F)c1 (stereo unspecified) | 0% | -1% | · | -6% | -27% | · | · | 0%
C=CCNC(=O)c1ccccc1NC(=O)c1ccccc1N(C)S(C)(=O)=O | 5% | 2% | i | 4% | 1% | -29% | 3% | 5%
CC1CCN(CCCNC(=O)c2cc3c(=O)n(C)c4ccccc4c3n2C)CC1 | -6% | -1% | -3% | 4% | -8% | -46%[inhibitor] | · | -20%
COc1ccccc1-c1nnc(N(C)C(=O)C2CCCO2)s1 (stereo unspecified) | 4% | -1% | -10% | -6% | -8% | -15%[10 µM] | · | -12%
Cc1ccccc1NC(=S)Nc1cccc2cnccc12 | -2% | -5% | -3% | -16% | -14% | -23% | -19% | ?
O=C(NC(=S)NCCN1CCOCC1)c1ccccc1Cl | 11% | -3% | i | 6% | 0% | -5% | 5% | -1%
O=S(=O)(N1CCCCC1)N1CCN(c2cc(Cl)ccc2Cl)CC1 | -10% | 0% | -4% | -3% | -5% | 14%[10 µM] | 8% | 4%
O=C(CN1C(=O)CSc2ccc(S(=O)(=O)N3CCCC3)cc21)NCc1ccc(F)cc1Cl | 2% | -2% | · | -4% | -11% | · | · | 4%
COc1ccc(C(=O)N=c2sc3c(C)ccc(OC)c3n2C)cc1OC | -4% | 1% | 2% | -10% | ? | -16%[10 µM] | · | ·
Cn1cnnc1SCC(=O)Nc1cc(S(=O)(=O)N2CCCCC2)ccc1Cl | 1% | -3% | -13% | -4% | -18% | 2%[10 µM] | 10% | -11%
CCCn1c(C(O)c2ccc3c(c2)OCO3)nc2ccccc21 (stereo unspecified) | -12% | -3% | i | 14% | -2% | -11%[10 µM] | -2% | -13%
Cn1c(=O)c2c(nc(Oc3ccc(C#N)cc3)n2Cc2ccc(Cl)cc2Cl)n(C)c1=O | -2% | 0% | · | -15% | -17% | · | · | -10%
CCC(C(=O)NCc1ccncc1)c1ccccc1 (stereo unspecified) | 4% | 4% | 6% | -4% | -11% | 10%[10 µM] | 1% | -12%
Cc1sc(NC(=O)C2CCCCC2C(=O)O)c(C(N)=O)c1-c1ccc(C(C)(C)C)cc1 (stereo unspecified) | -14% | -1% | -1% | 0% | 3% | -9% | 5% | -7%
COc1ccc(CN(C(=O)c2ccc(OCC(C)C)cc2)C2CCS(=O)(=O)C2)cc1 (stereo unspecified) | -3% | -56% | · | -1% | -11% | · | · | -8%
CN(Cc1ccccc1F)c1nc(-c2cccs2)nc2ccccc12 | -8% | 3% | i | 6% | -4% | -3%[10 µM] | 101%[activator] | 1%
COc1ccc(NC(=S)NNC(=O)C2CC2c2ccc(C)cc2)cc1 (stereo unspecified) | -5% | -1% | -4% | 12% | -7% | · | -9% | -7%
O=C(CCCN1C(=O)CCC1=O)Nc1ccc2c(c1)OCO2 | -4% | -3% | 1% | -1% | 3% | 5% | · | -10%
CCOc1cccc2c1OC1(C)CC2NC(=O)N1c1ccc(OC)cc1 (stereo unspecified) | -1% | 0% | 2% | 5% | 6% | 20%[10 µM] | 5% | -2%
Cc1ccc(/C=N/NC(=O)c2ccoc2C)s1 | 0% | -1% | -5% | 3% | 13% | 9%[10 µM] | -3% | -2%
Cc1ccc(-c2noc(-c3ccc(NC4CCCC4)c([N+](=O)[O-])c3)n2)cc1 | 2% | -3% | · | -2% | -10% | · | · | -16%
CC(C)NC(=O)NNC(=O)c1nn(-c2ccc(F)cc2)ccc1=O | 2% | -1% | -9% | -5% | -8% | -1%[10 µM] | 12% | -7%
CC(=O)Nc1ccc(N/C(N)=N/c2nc(C)cc(C)n2)cc1 | 3% | -6% | 4% | -2% | 4% | -14% | 0% | -2%
Cc1c(CCOC(=O)CC23CC4CC(CC(C4)C2)C3)sc[n+]1Cc1ccccc1 | 4% | -4% | -6% | -9% | 1% | -60%[inhibitor] | 1% | -4%
COc1cc(CO)ccc1OCc1ccc(Cl)nc1 | -5% | 4% | -4% | 3% | 8% | -1%[10 µM] | 2% | 7%
Cc1cc(Nc2ccccc2)nn1C(=O)c1ccc(Br)cc1 | -3% | 0% | -15% | 10% | 7.9µM*[quencher] | 10% | · | -9%
COc1cc(OC)cc(C(=O)Nc2ccccc2-c2nc3ccccc3s2)c1 | -3% | -11% | · | ? | -11% | · | · | 2%
COc1ccc(NC(=O)Cn2c(C)c3cnn(-c4ccccc4)c(=O)c3c2C)c(OC)c1 | -11% | -1% | · | -5% | -19% | · | · | -1%
Cc1ccc(C(=O)CSc2nnc3ccccn23)c(C)c1 | 1% | -1% | i | 4% | -1% | -58%[inhibitor] | 2% | -2%
O=C(Nc1ccc2c(c1)CCC2)c1ccccc1 | 0% | -4% | -4% | 3% | -6% | -4%[10 µM] | -5% | -9%
CCOc1ccc(-c2cc(-c3nc(-c4ccc(OC)c(OC)c4)no3)[nH]n2)cc1 | 3% | -1% | · | 0% | -26% | · | · | ?
C/C(N)=C(/C#N)C(=O)CSc1nnc(Nc2cccc(C)c2C)s1 | -15% | -2% | i | -3% | -28% | -12% | -2% | -19%
CCOC(=O)c1sc2cccc(F)c2c1S(=O)(=O)N1CCN(c2cccc(Cl)c2)CC1 | -1% | ? | · | -14% | -24% | · | · | -6%
NC(=O)CC(NC(=O)Cc1cccc2ccccc12)c1ccc(NCCc2ccc(F)cc2)c([N+](=O)[O-])c1 (stereo unspecified) | -2% | -1% | 2% | -8% | -22% | 1%[10 µM] | · | ?
CCCC(C)C(=O)Nc1nc(C)c(-c2csc(Nc3ccccc3OC)n2)s1 (stereo unspecified) | 13% | 1% | i | ? | ? | -53%[inhibitor][10 µM] | -5% | ?
Cc1nc(-c2ccc(Cl)cc2)sc1CCNC(=O)c1cccs1 | 2% | 0% | · | -14% | -27% | · | · | ?
COc1ccc2cc(C(C)=O)c(=O)oc2c1 | 1% | 1% | -4% | 4% | 6% | -13%[0.074 µM] | 4% | -2%
Cc1ccc(-c2nc(C)c(CCNC(=O)c3cccs3)s2)cc1 | -5% | ? | · | -23% | -19% | · | · | ?
O=C(c1ccc(Cl)cc1)N1CCN(c2cccc3[nH]ccc23)CC1 | -7% | 3% | ? | 8% | ? | 12%[10 µM] | -27% | -15%
CCN(CC)CCCn1c(=S)[nH]c2ccccc2c1=O | 0% | 2% | -1% | 2% | 6% | 14% | -7% | 4%
OC(c1ccccc1)c1nc2ccccc2n1Cc1c(F)cccc1Cl (stereo unspecified) | -8% | -3% | · | -3% | -5% | · | · | 8%
CCS(=O)(=O)N1N=C(c2ccccc2)CC1c1ccc2nccnc2c1 (stereo unspecified) | 9% | -4% | i | 0% | 3% | 9%[10 µM] | -4% | 2%
COc1ccc(S(=O)(=O)N2CCCCC2)cc1NC(=O)C1CCCO1 (stereo unspecified) | -4% | -5% | i | -1% | -1% | -7% | -4% | 2%

# The listing continues.
mol | TRb-SRC2 inh | TR SRC2 fluor cs | RECQ1 inh | Tau FP inhib | Tau fluor counter | HTT cytoprotect | L3MBTL1 block | Tau ThT inhib
CCn1cc(C(=O)Nn2cnnc2)c(=O)c2ccc(C)nc21 | 8% | -1% | 4% | -1% | 2% | -15%[0.074 µM] | 0% | 2%
CN1C(=O)C(=O)N(CC(=O)N2CCc3ccccc32)C1=O | 0% | -1% | -1% | 9% | 5% | -21% | · | 5%
Cc1ccccc1CNC(=O)Cn1cc2c(n1)-c1c(oc(C(=O)N3CCCC3)c1C)CC2 | -11% | -3% | · | 1% | -12% | · | · | ?
CC(C)CCN1CCc2nc(-c3ccccc3)c3c(c2C1)COC(C)C3 (stereo unspecified) | -2%[11.2 µM] | -36%[11.2 µM] | i[11.5 µM] | -11%[11.6 µM] | -9%[11.6 µM] | 6%[10 µM] | · | -7%[11.5 µM]
CCOC(=O)Cn1c(=O)n(-c2ccccc2OC)c2nc(-c3ccccc3F)nc(C(N)=O)c21 | 2% | -3% | · | -2% | -9% | · | · | 1%

# This is a subset, so the mix of outcomes need not match the whole.
